TNAP act hiacc: activators of human TNAP at high phosphate acceptor concentration; purified TNAP, CDP-star luminescence, 1 M DEA, 30 min; stronger effect = higher value; 0 = EDTA background, 1 = DMSO-only activity; P05186; AID 1136; 200,000 tested, under 10 active; activation factor at 20 µM;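 active = activation factor at least 2 at 20 µM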
Target sequence (P05186 whole entry, looked up): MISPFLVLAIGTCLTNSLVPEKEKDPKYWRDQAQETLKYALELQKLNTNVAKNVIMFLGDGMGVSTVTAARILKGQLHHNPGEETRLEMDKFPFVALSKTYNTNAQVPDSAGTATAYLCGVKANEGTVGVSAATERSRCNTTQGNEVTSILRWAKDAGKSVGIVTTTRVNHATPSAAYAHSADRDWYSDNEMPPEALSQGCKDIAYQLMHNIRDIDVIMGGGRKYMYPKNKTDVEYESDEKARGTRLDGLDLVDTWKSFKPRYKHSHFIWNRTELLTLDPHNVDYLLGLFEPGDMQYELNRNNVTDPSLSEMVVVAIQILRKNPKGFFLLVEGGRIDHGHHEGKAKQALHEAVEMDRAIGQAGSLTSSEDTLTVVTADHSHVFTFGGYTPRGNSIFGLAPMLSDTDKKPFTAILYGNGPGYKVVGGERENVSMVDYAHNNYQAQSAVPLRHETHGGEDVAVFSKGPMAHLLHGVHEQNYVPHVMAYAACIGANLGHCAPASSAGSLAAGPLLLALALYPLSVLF
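system = human TNAP | amount = enzyme diluted 1/800 final | reagent = 100 µM CDP-star substrate | signal = luminescent substrate turnover signal | dosing = one dose, 20 µM | benchmarks = EDTA negative control, DMSO positive control | measure = activation factor | timing = 30 min reaction, room temperature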
PPARg SRC1 recr: promotes SRC-1 coactivator recruitment by human PPARgamma | P37231 | PPARgamma-SRC-1 coactivator recruitment biochemical assay | activation, % at 8 µM | actives 0.41% (n = 200,000) | AID 631; in the data active = activation above about 19%;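 also: 0% = DMSO and 100% = reference agonist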
Target sequence (P37231 whole entry, looked up): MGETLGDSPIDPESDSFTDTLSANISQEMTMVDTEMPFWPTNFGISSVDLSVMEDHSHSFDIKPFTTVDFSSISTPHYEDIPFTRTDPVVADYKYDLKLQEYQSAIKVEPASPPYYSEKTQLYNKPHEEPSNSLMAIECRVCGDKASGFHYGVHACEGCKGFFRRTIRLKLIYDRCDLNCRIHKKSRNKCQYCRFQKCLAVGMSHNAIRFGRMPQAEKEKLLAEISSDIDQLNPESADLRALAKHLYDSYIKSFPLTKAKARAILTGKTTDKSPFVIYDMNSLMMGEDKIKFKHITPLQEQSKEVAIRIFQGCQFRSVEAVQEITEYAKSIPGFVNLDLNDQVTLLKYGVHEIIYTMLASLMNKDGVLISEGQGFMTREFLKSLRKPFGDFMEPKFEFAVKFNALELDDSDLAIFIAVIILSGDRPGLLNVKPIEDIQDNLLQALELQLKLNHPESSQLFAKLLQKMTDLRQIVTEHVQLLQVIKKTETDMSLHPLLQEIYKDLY
STAT3 activator: increases IL-6 driven STAT3 reporter signal | actives 0.91% (n = 190,000) | U3A cells, IL-6 STAT3-luciferase reporter, luminescence; 100% = signal with IL-6 EC80 alone | AID 871 | activation (% of control), % at 5.6 µM;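 active = activation above the screen-wide mean of compound activation plus 3 SD, cut at about 130% in these data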;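 also: 0% = background luminescence of wells with medium and substrate only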
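Material: STAT3-luciferase reporter U3A cells. Controls: IL-6-treated wells, 100% activation. Read-out: % activation versus median of IL-6-stimulated wells. Probe or stimulus: IL-6 stimulus at 33 ng/mL final. Timing: compound 1 h, then IL-6 6 h at 37 °C. Signal: reporter luminescence signal.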
ROMK mod: human ROMK K+ channel modulation, primary screen; B-score at 10 µM; Tet-inducible ROMK, thallium flux fluorescence; actives lie on both sides; actives 2% (n = 130,000); P48048;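 active = signal ratio slope over the read window, or its plate-corrected B-score, at least 3 SD from the plate mean, either direction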;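 also: B-score of the F/F0 ratio slope over 7 to 12 s after thallium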
PPARg SRC2 recr: agonists of SRC-2 recruitment by human PPARgamma; PPARgamma LBD-SRC-2 recruitment, biochemical; activation, % at 8 µM; actives 0.34% (n = 200,000); in the data active = activation above about 22%;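 also: 0% = vehicle and 100% = reference agonist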
PPARg SRC3 recr: agonists of human PPARgamma SRC-3 coactivator recruitment. actives 0.26% (n = 200,000). P37231. AID 731. activation, % at 8 µM. biochemical PPARgamma/SRC-3 coactivator recruitment assay; in the data active = activation above about 23%;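 also: 0% = DMSO and 100% = reference agonist; some compounds past the cut are filed as inactive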
bIAP activator: increases bovine intestinal alkaline phosphatase activity; AID 1016; activation factor at 20 µM; actives 0.17% (n = 200,000); purified bovine IAP, CDP-star luminescence, 30 min; stronger effect = higher value; fold of DMSO-control signal, blank-subtracted;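 active = activation factor of 2 or more at 20 µM, a signal rise over negative controls twice the positive control's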
STAT3 inh: STAT3 signaling inhibition; inhibition, % at 5.5 µM; U3A cells, IL-6 STAT3-luciferase reporter, luminescence; host cell line lacks STAT1; AID 862; actives 0.89% (n = 190,000);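 active = inhibition above the mean inhibition across all screened compounds plus 3 SD, cut at about 44% in these data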;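 also: 0% = DMSO only wells and 100% = 100 µM nifuroxazide control wells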
STAT1 inh: inhibitors of IFN-gamma induced STAT1 signaling; NIH 3T3 STAT1-luciferase reporter, luminescence; AID 920; actives 0.35% (n = 200,000); inhibition, % at 5.5 µM;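 active = inhibition above a set limit, the mean inhibition across all tested compounds plus 3 SD, cut at about 34% in these data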;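 also: 0% = IFN-gamma with DMSO and 100% = IFN-gamma with 300 µM nifuroxazide; values of inactives mirror those of a sister screen read the other way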
SRC2 TRFRET art: TR-FRET artefact, counter-screen to PPARgamma/SRC-2 agonist assay. actives 0.4% (n = 200,000). stronger effect = higher value. TR-FRET ratio at 8 µM; in the data active = TR-FRET ratio above about 2000; also: inactives centre near 1500
bIAP inhibitor: blocks bovine intestinal alkaline phosphatase activity | purified bovine IAP, CDP-star luminescence, 30 min | inhibition, % at 20 µM | 190,000 tested, under 10 active | AID 1019;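 active = over 50% inhibition of intestinal alkaline phosphatase at 20 µM in the single-dose screen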
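Incubation: 30 min reaction at room temperature / Material: purified bovine intestinal alkaline phosphatase (IAP) enzyme / Input: enzyme at 1/65,000,000 dilution / Dosing: 20 µM single dose / Signal: CDP-star luminescence signal / Reagent: CDP-star chemiluminescent phosphatase substrate, 30 µM final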
* marks the source's active call; other numbers are inactive results; · = no result given.

SMILES	TNAP act hiacc	PPARg SRC1 recr	STAT3 activator	ROMK mod	PPARg SRC2 recr	PPARg SRC3 recr	bIAP activator	STAT3 inh	STAT1 inh	SRC2 TRFRET art	bIAP inhibitor
O=C(Nc1ccc(Cl)cn1)c1ccc([N+](=O)[O-])o1	1	2	93	-0.65	-4	3	1	13	-3	1568	2
Cn1c(=O)oc2cc(S(=O)(=O)N3CCC4(CC3)OCCO4)ccc21	1.1	10	121	-0.16	4	-7	0.9	-20	0	1664	7
COc1ccc(-c2csc(Cc3nnc4n3CCCCC4)n2)cc1	1.1	2	91	·	4	-5	1.1	14	-1	1426	-6
COC(=O)C(=C/C(C)=C/c1cccnc1)C(=O)OC	1	3	98	-1.5	0	3	1	5	16	1508	0
Cc1noc(C)c1C(=O)NCc1cccs1	1	0	95	·	5	7	1	10	0	1598	-2
O=C(CN1C(=O)NC2(CCCC2)C1=O)Nc1ccc(F)c(F)c1F	1	-1	95	-0.043	15	1	0.8	6	4	1606	18
Cn1c(SCc2cc(=O)[nH]c3ccccc23)nnc1-c1ccc(Br)cc1	1.1	3	96	1.3	3	6	0.8	5	2	1372	20
CCOc1ccc(NS(=O)(=O)c2cc(C)c(C)cc2C)cc1	1	8	102	·	5	4	1	2	6	1537	0
Nc1cc(-c2nc3ncccc3o2)ccc1Cl	1	1	130	·	8	-3	0.9	-36	-32	1476	6
CCN(CC)C(=O)CSc1nc(O)cc(=O)n1C	1	-18	98	·	-1	-6	0.9	6	-6	1328	5
Cc1cccc(CSCCNC(=O)c2ccc(N(C)S(=O)(=O)c3ccccc3)cc2)c1	1.1	4	101	-0.32	4	5	0.8	6	-4	1556	19
CCOC(=O)C1CCN(C(=O)CCc2c(C)nc3c(-c4ccc(F)cc4)c(C)nn3c2C)CC1	1	3	94	·	14	-1	1	12	0	1667	-4
Cc1ccc([N+](=O)[O-])cc1NC(=S)NC(=O)C(C)(C)C	1	3	108	-0.66	-2	-9	1	-2	-8	1558	0
Cc1cc(C)nc(SCCn2c(N3CCCCC3)nc3c2c(=O)n(C)c(=O)n3C)n1	1	-3	111	0.84	-5	5	1	-13	-4	1551	2
CCOC(=O)N1CCC(NC(=O)c2ccc(CS(=O)(=O)c3c(Cl)cccc3Cl)o2)CC1	1	11	92	·	4	7	1	10	10	1744	-1
CCc1ccc2oc(=O)cc(CN(C)Cc3ccccc3)c2c1	1	12	100	-3.1*	9	-3	0.9	6	2	1734	11
O=C(NCCc1cn2ccccc2n1)C1CCCCC1	1	-11	98	·	-9	3	1	12	-3	1525	3
COc1ccc(S(=O)(=O)NCCSCc2cccc(C)c2)cc1Br	1.1	0	100	0.45	4	2	0.6	7	2	1613	41
COc1cc(OC)c(C(=O)COc2ncnc3ccccc23)c(OC)c1	1	9	98	0.28	-2	6	0.8	6	3	1614	18
Cc1ccc(C(=O)Cn2nc(C)c([N+](=O)[O-])c2C)c(C)c1	1	8	93	-1.7	5	8	1	12	-22	1620	3
O=C(Nc1ccc(Cl)cc1)OCc1cc(-c2ccccc2Cl)on1	1	4	100	-0.0067	2	1	0.9	8	-11	1521	6
O=C(Nc1ccccc1)OC1CCC2CC1CCC2OC(=O)Nc1ccccc1 (centres undefined)	1.1	-1	99	0.062	-4	0	1.1	-1	12	1394	-8
Cc1cc(C)c(S(=O)(=O)N2CCCOC2CNC(=O)C(=O)NCc2cccnc2)c(C)c1 (centres undefined)	1.1	6	101	0.66	7	3	1	0	-5	1664	3
Cc1cc2nc(C)n(CCCNC(=O)Nc3ccc(C#N)cc3)c2cc1C	1.1	5	98	·	-5	-4	1.5	6	2	1410	-51
CSc1ncnc2c1cnn2-c1ccc(C)cc1C	1	3	98	0.068	6	1	0.8	9	-18	1698	16
Cn1c(=O)c2c(nc(CN3CCc4ccccc4C3)n2Cc2ccccc2)n(C)c1=O	1	6	103	-1.4	6	5	1	0	10	1517	4
NS(=O)(=O)c1ccc(CCN=C(NS(=O)(=O)c2cccs2)c2ccccc2)cc1	1	11	103	-0.64	2	4	1	4	-5	1508	5
C/C(=N\NC(=O)c1ccc(Cl)c(Cl)c1)c1ccc(Br)s1	1	4	100	·	-5	5	0.7	5	-9	1551	28
CC1CC(C)CN(C(=O)C(NS(=O)(=O)c2ccc(Br)s2)c2ccccc2)C1 (centres undefined)	1	-4	109	-1.7	-7	-1	0.8	-13	3	1484	20
Cc1nc(N[C@@H](Cc2c[nH]c3ccccc23)C(=O)O)c2oc3ccccc3c2n1	1	-2	150*	0.21	-10	-4	0.9	-55	11	1426	5
O=C(Nc1ccccc1)Nc1cccc(C(F)(F)F)c1	1	8	86	-0.58	4	6	1	18	8	1574	1
CCOC(=O)N1CCN(C(=O)c2c(O)c3cccc4c3n(c2=O)CC4)CC1	1	-2	104	0.23	-1	-4	1	0	-2	1569	2
CCN(CC)C(=O)CC(c1ccc(F)cc1)c1ccc(OC(C)C)cc1 (centres undefined)	1	5	104	·	5	-3	0.9	-10	0	1651	8
COc1cc(C2C(C#N)=C(N)N(c3sc4c(c3C#N)CCCC4)C3=C2C(=O)CC(C)(C)C3)cc(OC)c1OC (centres undefined)	1	0	103	·	-3	2	1	-2	-1	1517	-2
Oc1ccc(-c2n[nH]c(=S)n2Cc2ccccc2)cc1	1	0	108	-0.24	-1	6	0.9	-5	1	1860	10
Clc1ccc(SCCCCn2ccnc2)cc1	1	-1	97	-0.9	10	-6	1.1	7	8	1663	-11
COc1cccc(C(=O)NCCn2ccc3ccccc32)c1	1	16	104	·	5	5	0.9	-6	-33	1602	11
COc1ccccc1N1CCN(C(CNS(=O)(=O)c2ccc(C)cc2)c2cccnc2)CC1 (centres undefined)	1.1	2	92	0.21	5	3	1.1	10	1	1533	-8
O=C(Nc1cccc(F)c1)/C(=C\c1cccnc1)NC(=O)c1cccs1	1.1	-9	94	-0.019	-3	-7	1	14	5	1376	-4
CCOc1ccccc1NC(=O)NCc1ccccc1F	1	2	95	0.5	9	3	1	11	6	1629	-2

Structures from the list above that have an NH in an aromatic ring:
SMILES	TNAP act hiacc	PPARg SRC1 recr	STAT3 activator	ROMK mod	PPARg SRC2 recr	PPARg SRC3 recr	bIAP activator	STAT3 inh	STAT1 inh	SRC2 TRFRET art	bIAP inhibitor
Cn1c(SCc2cc(=O)[nH]c3ccccc23)nnc1-c1ccc(Br)cc1	1.1	3	96	1.3	3	6	0.8	5	2	1372	20
Cc1nc(N[C@@H](Cc2c[nH]c3ccccc23)C(=O)O)c2oc3ccccc3c2n1	1	-2	150*	0.21	-10	-4	0.9	-55	11	1426	5
Oc1ccc(-c2n[nH]c(=S)n2Cc2ccccc2)cc1	1	0	108	-0.24	-1	6	0.9	-5	1	1860	10

Carrying on.
SMILES	TNAP act hiacc	PPARg SRC1 recr	STAT3 activator	ROMK mod	PPARg SRC2 recr	PPARg SRC3 recr	bIAP activator	STAT3 inh	STAT1 inh	SRC2 TRFRET art	bIAP inhibitor
COC(=O)N/N=C(C)/C=C/c1ccccc1	·	-4	107	·	-3	-2	·	-3	-22	1547	·
O/N=C1\CC2(Cc3nonc31)OCCO2	1	-3	105	0.21	-5	-5	0.8	-2	16	1445	21
O=C(Nc1ccccc1)/C(=C/c1ccccc1)NC(=O)c1ccco1	1	11	100	1	2	1	1	2	-3	1836	-2
O=[N+]([O-])c1cc(CN2CCN(c3cccc(C(F)(F)F)c3)CC2)c2cccnc2c1O	0.9	-6	103	0.82	-1	3	1	2	-12	1592	4
COC(=O)c1[nH]c2ccc(Br)cc2c1NC(=O)CN1CCN(C2CCCCC2)CC1	1.1	2	89	·	8	-1	1	17	11	1514	-3
O=C(CSc1oc(-c2cccs2)nc1S(=O)(=O)c1ccccc1)NC1CCCCC1	1	8	103	-1.4	16	10	0.8	-3	6	1717	19
c1ccc2c(-c3nnc4n3CCCCC4)cc(-c3ccncc3)nc2c1	1	6	98	·	15	4	1.1	3	7	1636	-5
CC(C)C(NS(=O)(=O)c1ccc2c(c1)oc(=O)n2C)C(=O)N1CCN(Cc2ccccc2)CC1 (centres undefined)	1	-4	104	·	5	-9	1.1	0	-2	1382	-7
CN1CCN(C(=O)c2cc(-c3ccccc3)on2)CC1	1	-2	93	0.54	9	-2	1	12	-18	1521	2
CCCC(=O)c1c(C)c2ccccc2n1C	1	3	90	·	5	8	0.9	17	-5	1551	8
COC(=O)CSc1nc2cc(C)cc(C)c2cc1C#N	1	2	88	-0.15	-7	-7	0.9	17	0	1540	10
COc1ccc(S(=O)(=O)Nc2nc(C(F)(F)F)cs2)cc1	1.1	-2	104	·	-4	-5	1	0	6	1473	-5
O=C(c1ccc(S(=O)(=O)c2ccccc2Cl)c([N+](=O)[O-])c1)N1CCN(Cc2ccccc2)CC1	1	-4	89	-0.3	0	-1	1	14	6	1512	-1
Cc1cc(C)c(C#N)c(Sc2ccc(N)cc2)n1	1.1	-2	104	-0.24	-10	0	0.6	-7	1	1501	41
COc1n[nH]c2nncnc12	1	3	100	0.26	2	0	0.9	9	-4	1575	11
Cc1ccc(Nc2c3c(nc4ncnn24)CCC3)cc1	1	5	106	-0.58	-1	-5	0.4	1	-3	1363	·
Cc1ccc(-c2ccc(/C=C3/NC(=O)NC3=O)o2)cc1[N+](=O)[O-]	1	6	93	·	-8	6	0.9	8	-17	1423	10
CCN(CC)CCN(CC(=O)N(C1CCCCC1)C1CCCCC1)C(=O)c1cccnc1	1	6	104	0.54	-1	5	1.1	-2	1	1509	-6
N#C/C(=C/c1ccc(N2CCOCC2)o1)C(=O)NC1CCCCC1	0.7	16	89	·	10	12	0.6	15	-23	1619	40
CCOc1cc(/C=C(/C#N)c2ccc(Cl)cc2)cc(Cl)c1OCC(=O)O	1.1	-8	49	1.1	0	-4	0.9	63*	47*	1377	10
CC(C)NS(=O)(=O)c1ccc(NC(=O)Cc2cccs2)cc1	1	-5	109	-0.022	-2	-2	1	-14	-10	1488	2
COc1ccc(CCNC(=O)c2ccc(CN3CCC(Cc4ccccc4)CC3)cc2)cc1OC	1	5	101	·	-4	-3	0.9	2	-14	1361	10
COc1ccccc1NC(=O)CSc1ncn[nH]1	1	-2	97	·	-4	0	1.1	8	3	1461	-7
